# Source: PubChem BioAssay
# M1 ag parental – M1 agonist counterscreen hit in parental CHO-K1 cells; Fluo-8 calcium fluorescence; scaled to maximal ATP response, vehicle zero; activation, % at 3 µM; AID 602248; 360,000 compounds, 0.48% hits; in the data active = activation above about 15%;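 note: untransfected CHO-K1 host cells lacking M1 receptor as counterscreen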
# V1aR counter – counter-screen for oxytocin receptor agonists: human V1a receptor agonists. P37288. CHO-V1R cells, Fluo-8 calcium fluorescence, agonist mode; 0% DMSO, 100% 3 nM vasopressin. activation, % at 3 µM. 320,000 compounds, 0.25% hits. AID 2797;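 active = activation above the mean activation of all tested compounds plus 3 SD, per screening run, cut at about 20% in these data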;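 note: signal is peak over basal fluorescence ratio across a 100 second FLIPR read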
# OXTR potentiator – human OXTR potentiation; P30559; CHO-OTR cells, Fluo-8 calcium fluorescence, potentiator mode; 0% = oxytocin EC15, 100% = EC100; activation, % at 3 µM; 320,000 compounds, 0.061% hits; AID 2445;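 active = activation above that plate's cutoff, the mean activation of tested compounds plus 3 SD, cut at about 6.6% in these data, passing the limit was not always enough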;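 note: 100% uses oxytocin at 75 nM as the full agonist control; some results filed as inactive read as strong as hits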
# Target sequence (P30559 whole entry, looked up): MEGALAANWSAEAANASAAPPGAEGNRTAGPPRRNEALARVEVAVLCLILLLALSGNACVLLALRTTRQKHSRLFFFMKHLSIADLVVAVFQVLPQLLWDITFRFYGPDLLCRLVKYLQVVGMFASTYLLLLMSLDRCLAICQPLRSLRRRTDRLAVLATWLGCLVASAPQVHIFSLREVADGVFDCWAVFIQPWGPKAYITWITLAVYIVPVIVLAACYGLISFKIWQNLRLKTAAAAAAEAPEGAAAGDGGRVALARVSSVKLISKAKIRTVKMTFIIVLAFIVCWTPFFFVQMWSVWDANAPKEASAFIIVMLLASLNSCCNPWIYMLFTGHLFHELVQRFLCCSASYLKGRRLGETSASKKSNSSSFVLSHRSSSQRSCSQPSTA
#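 Material: human OTR in CHO cells. Compound: 3.0 µM, one dose. Timing: compound 6 min at room temperature before oxytocin, 100 s read. Evaluation: % activation of max/min ratio relative to oxytocin controls. Replication: single well per compound, singlicate. Signal: Fluo-8 calcium dye fluorescence.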
# CHO-K1 Ca PAM – M1 PAM counterscreen hit in parental CHO-K1 cells | 360,000 compounds, 0.02% hits | ATP EC20, Fluo-8 calcium fluorescence; 0% at ATP EC20, 100% at ATP max | AID 602247 | activation, % at 3 µM;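 active = activation above the run cutoff, the mean activation of all test compounds plus 3 SD, cut at about 40% in these data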;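 note: peak over basal fluorescence ratio in a 140 s read after ATP addition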
# CHO-K1 Ca antag – counter-screen for M1 antagonists: effect in parental CHO-K1 cells; AID 602250; inhibition, % at 3 µM; 360,000 compounds, 0.6% hits; ATP-induced calcium, Fluo-8 fluorescence;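 active = inhibition above a per-plate cutoff, the plate's mean sample inhibition plus 3 SD, cut at about 24% in these data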;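 note: 0% = DMSO plus EC80 ATP and 100% = DMSO alone without ATP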
# GPR7 antag – antagonists of human GPR7 (neuropeptides B/W receptor 1); P48145; GPR7-expressing cells, fluorescence antagonist assay; inhibition, % at 4.4 µM; 290,000 compounds, 1.1% hits; in the data active = inhibition above about 16%, passing the limit was not always enough;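 note: cells stimulated with the agonist NPW; 0% = agonist with vehicle and 100% = vehicle without agonist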
# Target sequence (P48145 whole entry, looked up): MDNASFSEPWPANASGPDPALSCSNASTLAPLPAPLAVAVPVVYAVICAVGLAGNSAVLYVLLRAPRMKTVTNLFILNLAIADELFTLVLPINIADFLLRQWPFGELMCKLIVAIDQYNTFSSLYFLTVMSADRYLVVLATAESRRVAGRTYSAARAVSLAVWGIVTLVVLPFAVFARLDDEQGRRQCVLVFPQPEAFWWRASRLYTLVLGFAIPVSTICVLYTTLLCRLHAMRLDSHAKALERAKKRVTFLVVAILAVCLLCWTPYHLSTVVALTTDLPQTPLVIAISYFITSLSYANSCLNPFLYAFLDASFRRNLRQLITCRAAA
# TAAR1 antagonist – human TAAR1 antagonism. Q96RJ0. CHO RD-HGA16 TAAR1, Fluo-8 calcium fluorescence, antagonist. inhibition, % at 3 µM. 360,000 compounds, 1.5% hits. AID 624466;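 active = inhibition above a per-plate cutoff, the mean inhibition of test compounds on that plate plus 3 SD, cut at about 49% in these data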;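 note: 0% = DMSO plus EC80 beta-PEA response and 100% = DMSO alone without agonist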
# Target sequence (Q96RJ0 whole entry, looked up): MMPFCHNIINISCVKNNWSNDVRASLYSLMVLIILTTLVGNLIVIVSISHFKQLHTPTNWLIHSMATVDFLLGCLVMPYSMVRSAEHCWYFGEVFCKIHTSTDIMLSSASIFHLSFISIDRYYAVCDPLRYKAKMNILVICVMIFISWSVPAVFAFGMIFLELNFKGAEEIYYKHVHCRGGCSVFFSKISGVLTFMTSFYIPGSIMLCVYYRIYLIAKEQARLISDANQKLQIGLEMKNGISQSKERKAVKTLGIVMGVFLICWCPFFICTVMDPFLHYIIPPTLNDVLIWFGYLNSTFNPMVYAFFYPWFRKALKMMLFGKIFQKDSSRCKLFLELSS
#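 Test system – hTAAR1-expressing CHO RD-HGA16 cells, Gα16-coupled · Reagent – β-PEA at EC80 concentration, post-compound challenge · Compound dosing – 3 µM, single point · Timing – 140 s kinetic read after compound, 140 s after agonist · Detection – Fluo-8 intracellular calcium dye fluorescence, real-time kinetic reads · Control set – DMSO and EC80 PEA controls · Repeats – n of 1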
# CHO parental Ca – signal in parental CHO cells, OX1R antagonist counter-screen; parental CHO-K1, ATP-induced calcium, Fluo-8 fluorescence; inhibition, % at 5.6 µM; 330,000 compounds, 0.63% hits; AID 463079;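 active = inhibition above that plate's mean sample inhibition plus 3 SD, cut at about 26% in these data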;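 note: 0% = ATP-challenged DMSO wells and 100% = DMSO wells without ATP; some compounds past the cut are filed as inactive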
#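 Assay system: parental CHO cells; Read-out basis: percent inhibition of ATP-evoked calcium rise, normalized to controls; Benchmarks: ATP and no-ATP DMSO wells; Compound dosing: single nominal dose of 5.6 µM per compound; Signal: Fluo-8 calcium dye fluorescence; Also added: ATP as calcium-mobilizing challenge; Repeats: singlicate.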
# OXTR ag – agonists of human oxytocin receptor; activation, % at 3 µM; 320,000 compounds, 0.32% hits; CHO-OTR cells, Fluo-8 calcium fluorescence; normalized: DMSO 0%, oxytocin 100%; P30559;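 active = activation above the mean of all tested compounds plus 3 SD, cutoff set per screening run, cut at about 20% in these data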;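 note: peak over basal fluorescence ratio from a 100 s FLIPR kinetic read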
# Starred values were filed as active, the others as inactive; . = no result given.
SMILES,M1 ag parental,V1aR counter,OXTR potentiator,CHO-K1 Ca PAM,CHO-K1 Ca antag,GPR7 antag,TAAR1 antagonist,CHO parental Ca,OXTR ag
CN(C)CCCNC(=O)c1cc2c3ccccc3n(C)c2s1,-0.2,0.1,2,6,-7,-11,-11,-16,-1.1
CCC1=Nc2cc(C(=O)NCCCN3CCN(C)CC3)ccc2Sc2ccccc21,1.6,1.4,-5,-3,-15,-13,-28,-17,1.7
CCc1ccc(C(=O)Nc2cc(S(=O)(=O)N3CCOCC3)ccc2N2CCOCC2)cc1,0.3,-0.7,-1,-12,-3,.,-13,-8,-1.9
O=C(Nc1ccc(S(=O)(=O)Nc2ccc(F)cc2)cc1)c1ccc(CN2CCOCC2)cc1,8.8,6.8,-11,-8,6,30*,23,15,6.1
COc1cc2cc(CN(CCN3CCOCC3)C(=O)Nc3ccc(F)cc3)c(=O)[nH]c2cc1OC,1.1,-0.3,-2,15,-11,-1,2,-17,-0.2
Cc1ccc(C(=O)NC(=O)CSc2nncn2C)cc1,-0.1,-0.3,-8,7,-3,-4,0,-8,-0.5
O=c1[nH]c(=S)[nH]c2nc(-c3ccccc3)cnc12,0.2,-0.2,-1,10,-18,.,-15,-4,-2.4
O=C1c2ccccc2C(=O)N1CCC(O)C[N+](=O)[O-] (stereo unspecified),1.2,0.3,-11,23,-11,-9,2,-14,-0.1
O=C(Nc1ncc([N+](=O)[O-])s1)C1CCN(S(=O)(=O)c2cnc[nH]2)CC1,0.7,0.2,-6,27,-9,18,-38,-1,-0.8
COc1cc(/C=N/Nc2ccc(C(=O)O)cc2)ccc1O,0.0,1.5,-1,17,-2,-11,-21,-1,1.1
OC(COc1ccc2ccccc2c1)CN1CCN(c2ccc(F)cc2)CC1 (stereo unspecified),0.3,0.4,-5,16,-3,-6,-20,-15,1.8
O=c1n(Cc2ccccc2Cl)nc2n1-c1ccccc1SC2,2.2,-0.4,-2,1,-2,6,-42,-8,-2.7
CC(=O)Nc1sc(-c2ccccc2)nc1-c1ccccc1,0.7,-0.1,-8,18,-15,8,16,-8,-0.5
O=C(Nc1ccccc1C(=O)Nc1ccccn1)c1cc(F)c(F)cc1Cl,0.8,.,.,13,-5,-18,-14,.,.
Cc1cccc(NC(=S)NN(Cc2ccccc2)c2ccccc2)c1C,-0.2,0.3,-16,8,-7,11,13,-29,10
CCCCN(C(=O)CN1CCOCC1)c1c(N)n(CC(C)C)c(=O)[nH]c1=O,0.5,0.4,-1,8,-1,-9,12,-7,-0.8
CN(C(=O)c1ccccc1C(=O)OCC(=O)NCc1cccs1)C1CCCCC1,0.5,-0.7,-14,8,1,6,7,-10,-1.1
CC(C)C[C@H](NC(=O)c1nc[nH]c1C(=O)N[C@@H](CC(C)C)C(=O)OC(C)(C)C)C(=O)OCc1ccccc1,.,1.2,-8,.,.,-24,-10,-49,0.7
COc1ccc(C2=NCC(CSc3nnc(-c4ccc5c(c4)OCO5)o3)S2)cc1 (stereo unspecified),5.4,6.7,-19,19,3,-1,50*,15,12
Cc1ccccc1OC/C(O)=C(\C#N)c1nc2ccccc2[nH]1,0.2,0.4,-4,8,-2,6,-9,-16,0.1

# GPR7 antag, hit marks shown above
canonical_smiles	OXTR potentiator	GPR7 antag	TAAR1 antagonist
O=C(Nc1ccc(S(=O)(=O)Nc2ccc(F)cc2)cc1)c1ccc(CN2CCOCC2)cc1	-11	30*	23

# Returning to the listing with the 2 entries that preceded the break.
SMILES,M1 ag parental,V1aR counter,OXTR potentiator,CHO-K1 Ca PAM,CHO-K1 Ca antag,GPR7 antag,TAAR1 antagonist,CHO parental Ca,OXTR ag
COc1ccc(C2=NCC(CSc3nnc(-c4ccc5c(c4)OCO5)o3)S2)cc1 (stereo unspecified),5.4,6.7,-19,19,3,-1,50*,15,12
Cc1ccccc1OC/C(O)=C(\C#N)c1nc2ccccc2[nH]1,0.2,0.4,-4,8,-2,6,-9,-16,0.1
O=C1c2cccc3c([N+](=O)[O-])ccc(c23)C(=O)N1O,-1.1,-0.9,-3,-9,-13,17,-40,-2,-1.7
Cc1ccc(OCC(O)CNCc2ccccc2)cc1C (stereo unspecified),6.2,2.0,-11,-4,-7,0,-28,-20,4.4
O=C(c1cccc(S(=O)(=O)N2CCc3ccccc3C2)c1)N1CCN(c2ccccc2)CC1,4.0,0.7,-15,1,4,4,12,-30,0.1
O=C(COC(=O)CCC(=O)c1cccs1)Nc1ccccc1[N+](=O)[O-],0.3,1.2,-6,10,-14,-7,11,-12,1.3
Cc1ccc2c(c1)[nH]c1c(=O)n(CCCN3CCOCC3)cnc12,2.0,3.3,-6,11,-21,-9,6,-8,3.7
Cc1ccc(Cl)cc1N(C(=O)c1csnn1)C(C(=O)NC1CCCC1)c1ccco1 (stereo unspecified),0.3,-1.3,-3,8,-22,-4,-19,-24,0.2
O=C(Nc1ccccc1)Nc1cc(Cl)cc(Cl)c1,9.8,7.8,-31,4,24*,38*,20,54*,10
CCN(CC)C(=O)Cn1cc(/C=C(\C#N)C(=O)N2CCN(c3ccccc3)CC2)c2ccccc21,2.8,0.1,-9,14,-35,5,26,-27,-0.7
C/C(=N\O)C(C)/[N+]([O-])=C/c1nc(C)c(C)n1O (stereo unspecified),0.0,2.9,-4,-2,9,-18,-17,5,0.0
O=C(Nc1nnc(-c2ccc(Br)cc2)o1)c1cccc(N2C(=O)CCC2=O)c1,0.1,0.4,5,4,-1,.,-8,-25,-1.1
CCCc1nc2ccc(C)cn2c1Cc1ccccc1OC,4.8,.,.,13,-16,.,-10,.,.
O=C(Nc1ccc(N2CCN(C(=O)c3ccccc3)CC2)cc1)c1cc2ccccc2o1,4.7,6.9,-22,4,6,-12,77*,-2,5.1
CCCC(C)n1[nH]c(=O)c2c(C)cc(C)nc21 (stereo unspecified),0.9,-0.6,-7,24,-22,1,-22,-11,-0.9
Cc1nnc(SCC(=O)Nc2ccc(Cl)cn2)s1,0.3,0.1,1,3,-5,2,15,-7,1.1
Cc1ccc([C@@H]2CC=C(C(=O)O)[C@H](c3ccc(Br)cc3)N2S(=O)(=O)c2ccccc2C)cc1,-0.6,2.8,-6,-5,-1,.,12,-3,1.4
Cc1ccccc1Nc1nc(N)nc(CSc2nc3ccccc3s2)n1,1.2,0.9,1,15,-8,-9,-1,-34,-1.8
Cc1cc(OC(=O)C(C)(C)C)c([N+](=O)[O-])c(=O)[nH]1,1.3,0.4,-9,27,-9,-4,-7,0,0.1
CC(C)(C)CC(C)(C)NCC(O)COCCOc1ccc(Br)cc1 (stereo unspecified),9.1,14,-9,21,-18,37*,8,-4,11
COc1ccc(OC)c(/C=N\NC(=O)CSc2nnc(CCCc3ccc(OC)c(C)c3)o2)c1,1.9,0.5,-8,9,-13,-7,30,-42,-0.7
CC1(C)CC(=O)C(C=NCCN2CCN(C(=S)NC3CCCCC3)CC2)=C(O)C1,0.0,0.8,-1,4,-2,1,-14,-6,-1.4
CCN(CC)S(=O)(=O)c1ccc(N2CCOCC2)c(NC(=O)Cc2ccc(Cl)cc2)c1,0.9,0.1,-11,15,-4,-6,-2,-21,-0.6
CCC(=O)Nc1cccc(-c2nc3ccccc3o2)c1,0.6,1.4,-9,19,-12,4,-2,4,1.1
CC(C)CC(C)NC(=O)c1ccc(C(F)(F)F)cc1 (stereo unspecified),1.9,-0.6,-18,21,-17,-11,-14,6,-2.5
CCCNC(=O)C1CN(C(=O)c2nn(Cc3ccccc3)c(=O)c3ccccc23)c2ccccc2O1 (stereo unspecified),-0.1,0.3,-2,9,-6,.,0,-33,-2.3
CC(C)Oc1ccc(C2NC(=O)NC2=O)cc1 (stereo unspecified),-0.2,0.7,-14,-19,14,11,-7,2,0.0
COC(=O)[C@H](Cc1ccccc1)NCCCn1cnc(C(=O)Nc2ccc(C)c(C)c2)n1,6.0,.,.,12,7,.,5,.,.
O=C1NC(=O)c2cc3ccccc3cc21,0.1,0.1,0,-13,0,.,3,-11,1.2
Cc1ccc(C(=O)NCC(=O)OCC(=O)Nc2cccc(S(=O)(=O)N3CCCC3)c2)cc1C,5.0,1.1,-4,14,-17,-4,-24,-11,0.6
CC(C)(C)NC(=O)CSc1nc(O)cc(=O)[nH]1,0.9,0.6,-3,27,-7,-6,-35,-9,0.0
CCOC(=O)c1[nH]c(C)c(/C(O)=C2\C(=O)C(=O)N(CCN3CCOCC3)C2c2cccs2)c1C (stereo unspecified),0.4,3.3,-1,0,10,-2,-4,-5,0.6
CC1CCN(Cc2ccc(-c3nn[nH]n3)cc2)CC1,-0.5,0.9,-5,4,-6,-1,-10,0,0.4
COC(=O)c1cc(OC)c(OC)cc1NC(=S)N1CCN(C/C=C/c2ccccc2)CC1,0.0,0.5,2,16,-12,-15,-1,-34,-2.2
COc1ccc(C)cc1-n1nnnc1SCc1cc(=O)n2cc(C)ccc2n1,9.3,7.8,-21,0,14,-10,19,-3,14
CN(Cc1cccs1)C(=O)Cc1csc(-c2ccccc2)n1,0.1,-0.8,-6,16,-10,-10,16,-17,-2.1
CC(OC(=O)Cn1cnc2c1c(=O)n(C)c(=O)n2C)C(=O)c1ccccc1 (stereo unspecified),0.8,0.7,-5,-6,2,.,1,-7,0.9
COc1ccccc1Nc1nc(Cl)c(C=O)s1,2.8,1.9,-1,-16,6,-6,-17,-1,-0.3
CCCCNC(=O)C1CCCN1C(=O)Nc1cccc(OC)c1 (stereo unspecified),0.1,1.1,-5,18,-12,-4,2,-3,0.8
CCC(C)NC(=O)C1CCC(CNS(=O)(=O)c2ccc3c(c2)N(C(C)=O)CCO3)CC1 (stereo unspecified),0.7,0.3,0,17,-13,-10,-10,-9,-0.3
CCCc1nnc(NC(=O)CCC(=O)N2CCN(c3ccccc3)CC2)s1,0.0,3.7,3,-3,11,-8,-11,-29,0.0
O=C(CCCNC(=O)/C(=C/c1ccc(F)cc1)NC(=O)c1ccccc1)OCc1ccccc1,2.2,-0.7,-7,5,2,0,14,-29,-1.9
CCCc1ccc(OCCNC(C)=O)cc1,-0.1,0.7,-4,9,-13,-6,-9,-5,-0.4
Cc1ccc(C)c(-n2cc(CNC(C)Cn3cncn3)c(-c3ccccc3)n2)c1 (stereo unspecified),0.5,-0.7,4,0,-11,-16,-4,-8,0.1
CC(C)Oc1cccc(C(=O)Nc2ccc(NC(=O)c3ccco3)cc2)c1,2.3,1.9,-13,1,-6,-2,16,-11,0.5
